# Source: PubChem BioAssay
# ASAP1 GAP inh – ASAP1 ArfGAP inhibition. Q9ULH1. ASAP1-stimulated ARF1 GTP hydrolysis, GDP FP detection. inhibition, % at 16.5 µM. actives 0.19% (n = 360,000). AID 624377; in the data active means inhibition above about 25%;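 further: 0% = vehicle with enzyme and substrate and 100% = no enzyme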
# Target sequence (Q9ULH1 325-724 limits assumed): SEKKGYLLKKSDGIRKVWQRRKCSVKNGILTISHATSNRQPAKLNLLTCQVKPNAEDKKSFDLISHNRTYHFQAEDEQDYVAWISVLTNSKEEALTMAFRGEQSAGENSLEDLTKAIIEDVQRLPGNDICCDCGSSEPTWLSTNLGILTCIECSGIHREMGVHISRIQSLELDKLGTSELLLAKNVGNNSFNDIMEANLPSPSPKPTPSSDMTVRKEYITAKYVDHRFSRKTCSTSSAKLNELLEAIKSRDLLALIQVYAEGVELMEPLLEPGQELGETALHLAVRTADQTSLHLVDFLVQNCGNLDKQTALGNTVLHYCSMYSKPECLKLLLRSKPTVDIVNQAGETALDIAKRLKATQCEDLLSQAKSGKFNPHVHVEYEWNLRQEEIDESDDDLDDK
# PLCb3 inh – inhibitors of human phospholipase C beta3; Q01970; Purified PLC-beta3, fluorogenic substrate, fluorescence; inhibition, % at 12.2 µM; actives 0.18% (n = 370,000); in the data active means inhibition above about 11%;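 further: 0% = median of compound wells on plate and 100% = full blocker control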
# SIAE inh – human SIAE inhibition, primary screen; AID 1053197; inhibition, % at 9.66 µM; SIAE FP-Rh probe binding, fluorescence polarization; Q9HAT2; actives 0.69% (n = 370,000);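 active means inhibition above a cutoff: mean of compounds within the control limits plus 3 SD of those, cut at about 17% in these data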;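 further: 0% = plate median of compound wells and 100% = probe without SIAE protein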
# ADAM10 inh – inhibits human ADAM10; AID 720582; recombinant ADAM10, EDANS/DABCYL FRET peptide cleavage, 3 h; inhibition, % at 7 µM; actives 0.62% (n = 370,000);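 active means inhibition above a per-campaign cutoff equal to the mean of compounds falling between control-based bounds plus 3 SD, cut at about 20% in these data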;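 further: 0% = DMSO wells while the 100% control is not disclosed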
# TDP2 inh – blocks human TDP2 phosphodiesterase activity | O95551 | recombinant TDP2, T5PNP hydrolysis, p-nitrophenol absorbance 415 nm | inhibition, % at 12.8 µM | actives 0.34% (n = 370,000);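 active means inhibition above the mean of all tested compounds plus 3 SD, set per campaign, cut at about 25% in these data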;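 further: 0% = DMSO with enzyme and 100% = buffer with substrate but no TDP2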
#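 Material: recombinant human TDP2; quantity: TDP2 enzyme at 120 nM final; medium: Tris-HCl pH 7.5 with MgCl2; compound: single concentration, 12.8 µM nominal, with 1% DMSO; incubation: 2 h enzyme incubation at 37 °C; signal: epi absorbance; measure: percent inhibition; benchmarks: high control without enzyme, low control DMSO plus TDP2; repeats: singlicate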
# Tn6 DDE FP – inhibitors of Tn6 peptide binding to human fibrin DD(E); P02675; Fibrin DD(E) TRITC-Tn6 fluorescence polarization displacement; inhibition, % at 8.3 µM; actives 0.21% (n = 370,000); AID 720509;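 active means inhibition above a per-campaign cutoff: mean of compounds within control limits plus 3 SD, cut at about 15% in these data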;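 further: 0% = median of all compound wells on the plate and 100% = blocking peptide control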
# Target sequence (P02675 whole entry, looked up): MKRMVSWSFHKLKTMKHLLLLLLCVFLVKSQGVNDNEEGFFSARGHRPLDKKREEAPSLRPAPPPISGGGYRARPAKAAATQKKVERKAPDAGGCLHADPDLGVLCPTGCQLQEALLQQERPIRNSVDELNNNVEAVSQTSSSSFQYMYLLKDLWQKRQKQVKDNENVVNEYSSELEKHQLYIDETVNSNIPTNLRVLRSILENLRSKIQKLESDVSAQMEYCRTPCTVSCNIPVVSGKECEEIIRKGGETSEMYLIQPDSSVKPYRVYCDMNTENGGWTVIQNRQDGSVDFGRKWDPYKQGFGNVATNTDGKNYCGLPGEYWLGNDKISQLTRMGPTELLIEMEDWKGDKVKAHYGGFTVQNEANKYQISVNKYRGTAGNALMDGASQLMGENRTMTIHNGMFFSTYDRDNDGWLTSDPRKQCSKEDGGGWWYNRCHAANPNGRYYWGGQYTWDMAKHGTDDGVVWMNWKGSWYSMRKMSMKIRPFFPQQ
# ADAM17 inh – inhibits human ADAM17 | inhibition, % at 6.95 µM | AID 720648 | actives 0.83% (n = 370,000) | recombinant ADAM17, EDANS/DABCYL FRET peptide cleavage;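 active means inhibition above the mean of compounds lying between control limits plus 3 SD, set per campaign, cut at about 8.5% in these data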;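 further: 0% = DMSO-only wells as the low control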
# ARFGAP1 inhibitor – rat ARFGAP1 inhibition. Arfgap1-stimulated ARF1 GTP hydrolysis, GDP FP detection. inhibition, % at 16.5 µM. actives 0.26% (n = 360,000);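 active means inhibition above a per-plate limit, mean inhibition of low control wells plus 3 SD, cut at about 25% in these data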;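 further: 0% = DMSO wells with enzyme and 100% = wells lacking Arfgap1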
# Target sequence (Q62848 1-136 limits assumed): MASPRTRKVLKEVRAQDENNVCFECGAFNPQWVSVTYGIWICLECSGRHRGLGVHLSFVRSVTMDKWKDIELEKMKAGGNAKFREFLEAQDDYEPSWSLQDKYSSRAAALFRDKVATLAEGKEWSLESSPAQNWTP
#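 System: truncated rat Arfgap1 GAP domain / Medium: HEPES-based buffer, pH 7.5 / Also added: N-terminally truncated human ARF1-GTP substrate / Incubation: enzyme reaction 120 min at 25 °C after 20 min preincubation / Measured by: FP of antibody-bound GDP Alexa 633 tracer, ex 620/em 688 nm / Replicates: singlicate, each compound tested once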
# PLC-gamma1 inh – blocks human PLC-gamma1 enzyme activity; purified PLC-gamma1, fluorogenic substrate, fluorescence; inhibition, % at 12.2 µM; actives 0.84% (n = 370,000); AID 720700; in the data active means inhibition above about 9.5%
# DDE Tn7 FP inh – DD(E)-Tn7 binding inhibition, primary FP screen; P02675; FP displacement of FITC-Tn7 peptide from fibrin DD(E); 0% = median of compound wells per plate; inhibition, % at 8.3 µM; actives 0.13% (n = 370,000);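 active means inhibition above the mean of compounds falling within the control limits plus 3 SD of them, cut at about 14% in these data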;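 further: 0% = plate median of compound wells and 100% = 10 µM Aha-Tn7 peptide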
#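 Also added: labelled Tn7 tracer, 0.1 µM; Assay system: human fibrin DD(E) protein; Amount: 2 µM fibrin DD(E); Schedule: 10 min compound pre-incubation, 3 h probe incubation at room temperature; Repeats: one replicate per compound; Read-out basis: percent inhibition; Measured by: fluorescence polarization of the labelled Tn7 tracer.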
# An asterisk follows results filed as active; i = inactive; . = no result given.
ASAP1 GAP inh,PLCb3 inh,SIAE inh,ADAM10 inh,TDP2 inh,Tn6 DDE FP,ADAM17 inh,ARFGAP1 inhibitor,PLC-gamma1 inh,DDE Tn7 FP inh,canonical_smiles
-6,5,2,-2,0,6,6,-10,3,4,CC(C)N(C(=O)CSc1ncnc2sc(-c3ccccc3)cc12)C(C)C
1,3,5,-2,-22,0,4,4,5,3,CN(CC(=O)Nc1ccccc1C(=O)N1CCCC1)S(=O)(=O)c1ccc(Cl)cc1
2,-4,-1,-12,1,-7,-4,4,-3,1,Cc1ccc(Oc2cc(NC(=O)CCCn3nc([N+](=O)[O-])c(Cl)c3C)cc([N+](=O)[O-])c2)cc1
16,1,13,4,6,8,0,4,-1,1,CCOc1cc(NCCN2CCOCC2)c([N+](=O)[O-])cc1OCC
-2,8,2,12,-9,2,1,-5,3,-5,CC1=C/C(=N\NC(=O)c2ccccc2)CC1
13,1,-3,2,-5,-7,-1,5,0,3,c1cncc(Nc2nc(-c3cccnc3)cs2)c1
-3,-8,-3,-3,-10,-2,2,3,-4,-3,COc1ccc(NC(=O)COC(=O)c2ccc3ccccc3n2)cc1
1,3,16,2,-11,4,-2,8,2,4,Cc1cc(CN2C(=O)c3ccccc3C2=O)on1
0,-5,0,2,-10,12,-2,-4,1,7,CCN1CCN(c2nc(N(C)c3ccccc3)nc(N)c2[N+](=O)[O-])CC1
-4,4,0,2,-5,3,0,13,5,-9,COC(=O)c1ccc(NC(=O)c2cccc(C)c2[N+](=O)[O-])cc1
-3,1,7,8,-6,3,2,-7,5,4,CCCC(c1nnnn1CCc1ccccc1)N1CCN(C(=O)c2ccco2)CC1 (stereo not given)
-9,2,2,-1,3,-2,3,-10,1,-1,CCOC(=O)Cc1csc(NC(=S)NC(=O)CC(C)C)n1
.,-2,8,9,-4,2,3,.,-1,4,CCNC(=S)NNC(=O)CSc1nnc(SCc2cccc3ccccc23)s1
-8,0,-1,-10,1,-6,-4,3,-8,6,O=[N+]([O-])c1ccc(N2CCOCC2)cc1NCc1ccccc1
-10,-4,7,-17,5,-4,-7,3,-2,1,CCOc1ccc2[nH]cc(S(=O)(=O)c3ccc(F)cc3)c(=O)c2c1
-4,-6,2,-3,-14,0,-6,2,-2,4,COc1ccc(S(=O)(=O)NCc2ccco2)cc1-c1nnc2c3ccccc3c(C)nn12
3,2,8,2,6,3,-2,10,1,-5,CCOc1ccc(NC(=O)CSc2nnc(-c3ccoc3C)n2CC2CCCO2)cc1 (stereo not given)
8,0,-86,10,-6,-25,6,2,4,4,CC(=O)c1ccc(NC(=O)Nc2ccc(S(=O)(=O)N3CCCC3)cc2)cc1
0,-10,-6,2,1,0,1,-1,-6,7,COc1cc(S(=O)(=O)Nc2cccc3cn[nH]c23)c(OC)cc1Cl
-13,-2,11,-9,8,9,-4,-13,2,12,CC(C)C[C@@H](CNCC(=O)[C@H](C)NC(=O)c1[nH]cnc1C(=O)N[C@@H](C)CN)NC(=O)c1nc[nH]c1C(=O)N[C@@H](C)C(=O)O
-5,-8,3,-10,-9,2,-8,4,0,0,O=C(Nc1ccc2c(c1)CN(Cc1ccccc1O)CC2)C1CCCO1 (stereo not given)
4,0,-2,0,-9,1,-3,-2,0,2,CCn1c(-c2nn(-c3ccc(C)cc3)ccc2=O)n[nH]c1=S
7,-1,3,-1,3,1,-3,8,-3,-2,COC(=O)CCCCC1=CCC2C(=O)C=C(O)C2C1 (stereo not given)
1,-5,-2,-4,1,-4,-2,-2,1,-2,O=C(Cc1ccc(Cl)c(Cl)c1)NC1CCCCCC1
1,6,-3,6,-5,9,3,10,4,-5,CO[C@H]1[C@@H]2C=CO[C@@H](O[C@H]3O[C@@H](CO)[C@H](O)[C@@H](O)[C@@H]3O)[C@@H]2[C@@]2(CO)O[C@@H]12
22,-15,-1,-5,-4,1,-7,5,-10,6,Cc1c(Cl)cccc1NC(=O)NCc1ccc(C)n1C
-2,-5,-4,-5,3,-1,-2,-11,2,-4,CCn1cc(CN2CCC(C(=O)Nc3ccc(Oc4ccccc4)nc3)CC2)cn1
2,2,-1,-12,1,0,-3,11,2,7,Cc1[nH]c(=O)[nH]c(=O)c1CSc1nnc([C@@H](NC(=O)OC(C)(C)C)C(C)C)o1
0,-8,-3,-1,2,10,-1,2,-3,-4,CCS(=O)(=O)Nc1cccc(C2=NN(S(C)(=O)=O)C(c3cccs3)C2)c1 (stereo not given)
2,-28,0,-35,-9,0,-20,-5,-17,-4,COC(=O)C1=CN(Cc2ccc(OC)cc2)C=C(C(=O)OC)C1c1ccc(O)c(OC)c1
6,1,-1,0,-8,0,-3,-2,0,6,O=[N+]([O-])c1ccc(Sc2cccc3cccnc23)c2cccnc12
5,-23,-7,-10,-4,-2,-2,4,4,4,Cn1c2ccccc2c(=O)c2c(O)cccc21
-6,-2,-7,2,-15,0,1,-6,5,-5,COc1ccc(CCNC(=O)COC(=O)Cn2cnc3c2c(=O)n(C)c(=O)n3C)cc1
-2,-1,-3,2,8,-1,-2,-2,1,-2,CCOC(=O)c1ccc(N/C=C2/CCCC(C)C2=O)cc1 (stereo not given)
-5,-7,6,-12,8,4,-4,3,0,-2,C=CCN1CCN(c2ccncc2S(=O)(=O)N2CCCCC2)CC1
0,-10,-2,5,-1,-2,0,2,-3,6,O=C(NNc1nc2ccc(F)cc2s1)c1cccc(F)c1
11,-6,2,-5,6,-2,-5,6,0,-2,Cc1ccc2c(c1)N(CCC(=O)NCCCN1CCCC1)C(=O)CO2
7,-8,5,6,-10,5,3,14,0,-2,COc1cccc(N2CCN(C(=O)c3cc(-c4ccc(F)cc4)[nH]c3C)CC2)c1
-5,-14,-7,-11,-10,-2,-2,-2,-11,-8,COc1ccc(F)cc1-c1cc(NC(C)=O)c2ncc(-c3cccc(C(F)(F)F)c3)n2c1
-5,2,-6,3,-2,-1,-1,1,0,-3,CCC(=O)Nc1ccc(S(=O)(=O)NCc2ccco2)cc1
7,0,2,2,-9,-7,-4,2,8,-5,Nc1ncnc2c1ncn2[C@@H]1O[C@H](C(=O)Nc2cc(C(F)(F)F)cc(C(F)(F)F)c2)[C@@H](O)[C@H]1O
-16,-2,-3,-3,6,1,-2,-6,0,-5,CN1CCN(S(=O)(=O)c2ccc(N)cc2)CC1
-8,7,-8,9,3,3,1,1,3,9,COc1cnc(-c2ccccc2)nc1Oc1ccc(C(C)(C)C)cc1
-10,-3,9,1,-2,3,-2,-7,-1,0,CCOC(=O)C1=C(C)NC(=O)NC1c1ccc(F)cc1 (stereo not given)
6,5,10,6,-10,-4,-3,-1,1,6,COc1ccc(C(=O)Nc2ccc(C(=O)NCC3CCCO3)cc2)c(OC)c1OC (stereo not given)
-3,-2,6,-3,-3,2,-1,2,-4,2,Cc1[nH]c(=O)cc2ccccc12
-11,-3,8,3,-6,2,-2,-3,-1,3,COCc1cc(Sc2c(Cl)cccc2Cl)nc(-c2ccccc2)n1
-17,1,0,-15,3,-4,2,0,0,-5,CC(=O)Oc1ccc(OC(C)=O)c2c1C1C=CC2CC1
10,-2,5,2,-10,8,6,-6,-1,-5,CN(C)c1ccc(CNC(=O)CCS(=O)(=O)c2ccc3c(c2)oc(=O)n3C)cc1
0,3,3,10,-7,6,1,20,1,-1,O=C(Nc1ccccc1)C1CCN(C(=O)c2ccc([N+](=O)[O-])cc2)CC1

# Remaining list, next part.
ASAP1 GAP inh,PLCb3 inh,SIAE inh,ADAM10 inh,TDP2 inh,Tn6 DDE FP,ADAM17 inh,ARFGAP1 inhibitor,PLC-gamma1 inh,DDE Tn7 FP inh,canonical_smiles
2,-7,-1,-7,-7,6,0,-1,-1,7,CCOC(=O)N1CCN(S(=O)(=O)c2ccc(C(=O)N(CCN(C)C)c3nc4ccc(CC)cc4s3)cc2)CC1
5,i,2,i,2,-4,i,7,i,-6,COc1cc2cc(C(N)=O)c(N)nc2cc1OC
-5,1,-10,2,-6,6,-4,-2,2,5,C=CCN1C(=O)C(CC(=O)NCC)SC1=Nc1ccc(S(N)(=O)=O)cc1 (stereo not given)
4,-2,-6,-8,3,-2,-1,-3,2,-7,CCC(C)n1cnc2c(c1=O)c1nc3ccccc3nc1n2Cc1ccc(OC)cc1 (stereo not given)
6,-8,-4,-4,10,-5,0,4,2,-2,O=C(NCC1CC1)c1ccc(Oc2cc(Cl)cc(Cl)c2)o1
2,0,6,7,7,6,-5,7,1,1,O=C(NCc1ccc2c(c1)OCO2)C1CCCN1C(=O)Nc1cccc(F)c1 (stereo not given)
-11,6,-3,9,-27,-2,7,-11,4,-10,O=C(NCCCN1CCOCC1)c1cc(-c2ccccc2)on1
-1,0,4,3,-2,-1,-3,7,1,4,CCN1CCCC(OC(=O)Nc2ccccc2)C1 (stereo not given)
2,3,5,5,-8,3,3,-2,1,1,CSc1nc(-c2ccccc2)nc(N2CCCC2)c1C(C)=O
4,-1,12,-2,11,7,-5,-3,-2,-1,CCCC/C(C)=N/NC(=O)CN(c1ccc(Br)cc1)S(=O)(=O)c1ccccc1
-1,3,2,0,0,5,-2,-1,4,-7,CC(=O)Nc1cc(C(=O)OCC(=O)c2ccc(C)cc2)ccc1C
-6,-7,2,5,4,8,-5,-10,1,1,COc1ccc(N2CCN(C(C)C(=O)N3CCc4ccccc43)CC2)cc1 (stereo not given)
2,5,-7,-1,2,3,0,10,2,-2,COc1ccccc1NC1=C(NC(C)=O)C(=O)c2ccccc2C1=O
.,2,2,4,-11,7,4,.,3,-7,CCC[C@H]1[C@@H](OC(=O)NCc2cccs2)CC[C@@]23CCCN2C(=O)CCC[C@@H]13

# An excerpt from above in order of SMILES length, lowest first.
ASAP1 GAP inh,PLCb3 inh,SIAE inh,ADAM10 inh,TDP2 inh,Tn6 DDE FP,ADAM17 inh,ARFGAP1 inhibitor,PLC-gamma1 inh,DDE Tn7 FP inh,canonical_smiles
-1,0,4,3,-2,-1,-3,7,1,4,CCN1CCCC(OC(=O)Nc2ccccc2)C1 (stereo not given)
5,i,2,i,2,-4,i,7,i,-6,COc1cc2cc(C(N)=O)c(N)nc2cc1OC
2,3,5,5,-8,3,3,-2,1,1,CSc1nc(-c2ccccc2)nc(N2CCCC2)c1C(C)=O
6,-8,-4,-4,10,-5,0,4,2,-2,O=C(NCC1CC1)c1ccc(Oc2cc(Cl)cc(Cl)c2)o1
4,-2,-6,-8,3,-2,-1,-3,2,-7,CCC(C)n1cnc2c(c1=O)c1nc3ccccc3nc1n2Cc1ccc(OC)cc1 (stereo not given)
.,2,2,4,-11,7,4,.,3,-7,CCC[C@H]1[C@@H](OC(=O)NCc2cccs2)CC[C@@]23CCCN2C(=O)CCC[C@@H]13
